Screening results: PubChem BioAssay, Sanford-Burnham Center for Chemical Genomics
697 NFkB inh: inhibitors of PMA/ionomycin-induced NF-kB reporter, 697 cells, primary screen, B-cell NF-kB inhibitor project, cell-based, luminescence, uHTS; 0.33% of 330,000 active; 697 B-cell NF-kB luciferase reporter, 16 h; inhibition, % at 4 µM; in the data active = inhibition above about 35%
EBI2 block: EBI2 receptor antagonists, beta-arrestin recruitment, primary screen, cell-based, luminescence, 7a,25-OHC stimulation, uHTS; G-protein coupled receptor 183 (Homo sapiens), P32249; 7a,25-OHC stimulated; inhibition, % at 5 µM; 0.81% of 360,000 active; AID 651636, 2012; in the data active = inhibition above about 38%;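 note: enzyme fragment complementation signal reports receptor beta-arrestin coupling in cells; 0% = agonist plus DMSO wells and 100% = wells without agonist; some results beyond the cut were filed as inactive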
Mdm2-MdmX inh: inhibitors of human Mdm2-MdmX association, primary screen, cell-based, luminescence, split luciferase, SaOS-2, uHTS; 3% of 330,000 active; inhibition, % at 8 µM; Protein Mdm4 (Homo sapiens) + E3 ubiquitin-protein ligase Mdm2 (Homo sapiens), …; AID 485346, 2010; SaOS-2 split-luciferase Mdm2/MdmX complementation;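 active = inhibition of at least 50% at 8 µM in the primary screen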
Target sequence (O15151 whole entry, looked up): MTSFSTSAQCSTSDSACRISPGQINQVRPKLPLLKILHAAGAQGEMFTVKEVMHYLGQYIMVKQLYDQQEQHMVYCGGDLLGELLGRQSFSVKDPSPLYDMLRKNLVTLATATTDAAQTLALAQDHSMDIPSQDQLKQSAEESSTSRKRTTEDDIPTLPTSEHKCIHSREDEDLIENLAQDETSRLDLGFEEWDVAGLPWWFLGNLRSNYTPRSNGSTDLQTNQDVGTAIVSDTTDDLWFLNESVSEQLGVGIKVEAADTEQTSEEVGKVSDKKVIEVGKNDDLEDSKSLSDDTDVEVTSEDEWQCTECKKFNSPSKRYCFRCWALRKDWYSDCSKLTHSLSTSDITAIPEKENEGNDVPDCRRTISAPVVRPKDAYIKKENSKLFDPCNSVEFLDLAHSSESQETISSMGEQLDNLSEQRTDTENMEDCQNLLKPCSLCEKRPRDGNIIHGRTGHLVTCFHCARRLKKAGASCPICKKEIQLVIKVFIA
Target sequence (Q00987 whole entry, looked up): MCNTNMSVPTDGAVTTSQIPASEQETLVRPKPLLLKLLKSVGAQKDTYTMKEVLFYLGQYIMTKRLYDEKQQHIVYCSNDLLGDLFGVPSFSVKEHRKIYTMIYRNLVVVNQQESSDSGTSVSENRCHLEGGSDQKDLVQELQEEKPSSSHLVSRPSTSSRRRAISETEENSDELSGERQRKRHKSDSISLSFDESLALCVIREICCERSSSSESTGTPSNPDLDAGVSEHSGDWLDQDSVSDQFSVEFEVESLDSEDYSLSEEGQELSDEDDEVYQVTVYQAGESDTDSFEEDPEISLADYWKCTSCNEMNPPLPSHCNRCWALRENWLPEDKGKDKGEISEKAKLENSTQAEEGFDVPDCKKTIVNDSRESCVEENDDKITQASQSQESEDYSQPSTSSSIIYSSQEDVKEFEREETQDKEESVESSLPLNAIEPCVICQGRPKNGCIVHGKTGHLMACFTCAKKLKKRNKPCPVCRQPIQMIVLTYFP
CCR6 antagonist: CCR6 receptor antagonists, primary screen, cell-based, CHO-K1, luminescence, beta-arrestin, uHTS. inhibition, % at 20 µM. CHO-K1 CCR6 PathHunter beta-arrestin, CCL20-stimulated. 0.49% of 340,000 active;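 active = compounds whose inhibition of the agonist-driven luminescence signal at 20 µM reaches about 50%, limit read from the data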;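 note: cells stimulated with CCL20 at 14 nM final; plate controls were DMSO with CCL20 for no effect and DMSO without agonist for full effect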
UPR CHOP act: activators of apoptotic CHOP UPR arm, primary screen, cell-based, CHO-CHOP luciferase reporter, luminescence, uHTS; UPR activation; percent of tunicamycin response over DMSO baseline; activation, % at 10 µM; 0.34% of 330,000 active; AID 449763, 2010;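 active = at 10 µM dose, activation of 40% or more, normalized to positive control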;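 note: 100% = tunicamycin at 10 µg/mL and 0% = DMSO alone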
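System: CHO CHOP reporter cells. Amount: 500 cells per well. Buffer or medium: F12 medium, 10% FBS. Compound dosing: one dose, 10 µM in 0.5% DMSO. Incubation: 6 h compound exposure at 37 °C after overnight seeding. Technique: Steady-Glo luciferase luminescence. Benchmarks: tunicamycin and DMSO controls.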
UPR XBP1 act: activators of adaptive XBP1 UPR arm, primary screen, cell-based, CHO-XBP1 luciferase reporter, luminescence, uHTS; IRE1-XBP1 UPR activation; percent of tunicamycin response, DMSO as zero; activation, % at 20 µM; 0.33% of 330,000 active;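 active = versus positive control, 20 µM dose yields 30% or more activation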;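 note: 100% = tunicamycin at 10 µg/mL and 0% = DMSO only wells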
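Material: IRE1-XBP1 luciferase reporter CHO line / Quantity: one thousand reporter cells per well / Buffer or medium: F12 with 10% serum / Compound: 20 µM single concentration, DMSO 1% / Times: 6 h treatment, 37 °C / Detection: Steady-Glo luciferase glow luminescence, 10 min after reagent addition / Benchmarks: tunicamycin high, DMSO low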
CXCR6 block: CXCR6 receptor inhibitors, primary screen, cell-based, beta-arrestin, luminescence, CHO-K1 PathHunter, 1536-well | C-X-C chemokine receptor type 6 (Homo sapiens), O00574 | inhibition, % at 20 µM | 0.36% of 360,000 active; in the data active = inhibition above about 34%, passing the limit was not always enough;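 note: antagonist mode with CXCL16 agonist at 10 nM final; 0% = 10 nM CXCL16 with DMSO and 100% = unstimulated wells without agonist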
Gli-Sufu block: Gli-Sufu pathway antagonists, primary screen, luciferase luminescence, Sufu-KO-LIGHT cells, uHTS. Sufu-KO-LIGHT fibroblasts, Gli luciferase reporter luminescence. inhibition, % at 5 µM. 0.74% of 340,000 active;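 active = inhibition above about 55%, limit read from the data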;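 note: 0% = DMSO-treated cells and 100% = wells with medium but no cells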
Jurkat NFkB inh: inhibitors of induced NF-kB luciferase reporter, primary screen, TCR NF-kB activation inhibitor project, cell-based, luminescence, uHTS; Jurkat, PMA/ionomycin-induced NF-kB luciferase reporter; inhibition, % at 4 µM; 0.53% of 330,000 active; in the data active = inhibition above about 50%
The depositor's hits bear a star; · = not tested or not shown.

SMILES	697 NFkB inh	EBI2 block	Mdm2-MdmX inh	CCR6 antagonist	UPR CHOP act	UPR XBP1 act	CXCR6 block	Gli-Sufu block	Jurkat NFkB inh
CN(C)C(CNC(=O)C1CCN(S(=O)(=O)c2ccc(Cl)cc2)CC1)c1ccccc1 (stereo unspecified)	12	9	2	1	0.0	4	0	22	4
COc1cc(C(=O)OCC(=O)Nc2ccc(S(=O)(=O)NC3=NCCCCC3)cc2)cc(OC)c1OC	2	7	8	9	-1.5	0	5	2	-3
O=C(COc1ccc(Cl)cc1)NC(=S)Nc1ccccc1N1CCOCC1	4	13	28	28	-0.6	-4	7	8	4
O=C1C2CC=C(Cl)CC2C(=O)N1CCc1ccccc1 (stereo unspecified)	7	-2	7	-7	0.6	1	10	2	-6
Cc1onc(-c2ccccc2)c1C(=O)Nc1nnc(C(C)(C)C)s1	0	-11	4	12	3.0	0	0	-4	5
O=c1oc2ccccc2c(NC2CCCCC2)c1NS(=O)(=O)c1ccc(F)c(Cl)c1	1	3	5	13	-0.2	-3	-3	-4	8
Cc1cccc(NC(=O)Cn2cc(C(=O)C3CC3)c3ccccc32)c1	19	9	12	2	1.1	-3	-5	-26	21
Cc1[nH]c(C)c(S(=O)(=O)Nc2ccccc2)c1C(=O)N1CCCC1	4	-2	30	-4	0.8	-2	-2	-2	-2
CCOC(=O)c1cc2c(ccn2C)n1CC(=O)N1C(C)CCCC1C (stereo unspecified)	21	9	16	9	0.2	-2	2	5	12
CCCCNC(=O)CCC(=O)Nc1ccc2nc(N3CCCCC3)cc(C)c2c1	-23	7	-31	6	2.0	4	-2	-5	-21
CCCCn1nc(C(=O)NC2=NCCS2)c2ccccc2c1=O	13	2	-14	18	-0.8	-3	1	-5	7
CCOC1=C/C(=C/c2c(N)n3nc(-c4ccccc4)sc3nc2=O)C=CC1=O	9	1	-30	11	-0.7	-3	8	4	10
CC1CN(C(=O)C2CC(=O)N(c3ccc(Cl)cc3)C2)CC(C)O1 (stereo unspecified)	0	10	6	-4	-1.6	-4	6	13	-12
Clc1ccc(Cl)c(Oc2ccc(Oc3nc(Cl)ccc3Cl)cc2)n1	-8	34	13	19	-0.2	-1	5	1	-10
O=C(NCCCNC(=O)c1ccc(-c2cc(Cl)ccc2Cl)o1)c1cnccn1	-60	2	28	1	-0.4	4	4	-4	8
COc1ccc(C(=O)/C=C\N2CCOCC2)cc1	-28	0	-1	4	1.2	3	6	-2	-28
CC(C)[C@H](NC(=O)NC1CCN(Cc2ccccc2)CC1)C(=O)O	23	-18	11	8	0.5	-1	4	1	19
COc1ccccc1NS(=O)(=O)c1ccccc1C#N	2	7	25	9	-0.7	-5	-13	-5	0
CCOC(=O)C(NC(=O)c1ccccc1)(OCC1(CC)COC1)C(F)(F)F (stereo unspecified)	-2	-4	17	12	-1.0	-2	-13	2	6
COc1ccc(C(=O)O)nc1C	7	3	8	-2	-0.2	-5	-1	28	9
CCOc1ccccc1C(=O)OCC(=O)NCCc1ccc(OC)cc1	8	2	22	4	2.3	-2	6	-12	-7
O=C(Nc1ccccc1)NC1CCCCCCC1	-42	-16	-16	8	1.7	1	-3	-36	-65
Cc1c(CC(=O)O)c(=O)oc2cc3oc4c(c3cc12)CCCC4	-3	2	-12	-1	-0.1	-2	1	9	2
CCc1ccc(CN(C)C(=O)C2CCC(=O)N(Cc3ccccn3)C2)cc1 (stereo unspecified)	2	-11	20	11	0.1	-7	3	7	-7
Cc1ccc(Cl)cc1Nc1nc(-c2sc(NC(=O)c3ccco3)nc2C)cs1	-49	5	81*	1	2.2	7	-6	-11	16

Quoted from the listing:
Cc1c(CC(=O)O)c(=O)oc2cc3oc4c(c3cc12)CCCC4 in CXCR6 block is entered as 1
O=c1oc2ccccc2c(NC2CCCCC2)c1NS(=O)(=O)c1ccc(F)c(Cl)c1 in Gli-Sufu block is entered as -4
Cc1[nH]c(C)c(S(=O)(=O)Nc2ccccc2)c1C(=O)N1CCCC1 in 697 NFkB inh is entered as 4
Cc1cccc(NC(=O)Cn2cc(C(=O)C3CC3)c3ccccc32)c1 in UPR CHOP act is entered as 1.1

Full records as entered above. Order of values: 697 NFkB inh, EBI2 block, Mdm2-MdmX inh, CCR6 antagonist, UPR CHOP act, UPR XBP1 act, CXCR6 block, Gli-Sufu block, Jurkat NFkB inh
`CCOC1=C/C(=C/c2c(N)n3nc(-c4ccccc4)sc3nc2=O)C=CC1=O` in the list: 9, 1, -30, 11, -0.7, -3, 8, 4, 10
`COc1ccc(C(=O)/C=C\N2CCOCC2)cc1` in the list: -28, 0, -1, 4, 1.2, 3, 6, -2, -28

(listing goes on)
SMILES	697 NFkB inh	EBI2 block	Mdm2-MdmX inh	CCR6 antagonist	UPR CHOP act	UPR XBP1 act	CXCR6 block	Gli-Sufu block	Jurkat NFkB inh
COCC(C)NC(=O)COc1ccc(Cl)cc1Cl (stereo unspecified)	-9	0	-4	-6	0.9	0	-6	-16	-8
Cc1cc(=O)n(C)c(=O)n1CCCCCCOc1ccc([N+](=O)[O-])cc1	-13	·	37	·	0.9	-2	·	·	35
Cc1cccc(NC(=O)C2CCCN(S(=O)(=O)c3cccc4nsnc34)C2)n1 (stereo unspecified)	6	-8	13	7	1.0	-3	2	-2	13
CCOC(=O)C1CCCN(C(=O)CSc2ccccc2)C1 (stereo unspecified)	-9	-6	-3	10	1.7	3	-5	-10	-1
Cc1ccsc1C(=O)OCc1nc2ccsc2c(=O)[nH]1	9	-4	5	0	0.9	7	1	-10	-12
O=C(CSc1ccccc1C(=O)O)Nc1cccc(C(=O)O)c1	-13	1	-4	-7	-1.6	-1	5	-6	-3
COc1ccc(CNC(=O)CSc2ccsc2[N+](=O)[O-])cc1	-58	1	-19	16	2.6	3	4	-48	-49
CC(C)CN1C=C2C(=O)C(C)(OC(=O)C3CCCC3)C(=O)C=C2C=C1c1ccsc1 (stereo unspecified)	14	-14	14	-3	1.2	0	-12	-6	6
Cc1csc(NC(=O)NCC2CCCC(CNC(=O)Nc3nc(C)cs3)C2)n1 (stereo unspecified)	-32	-6	5	7	2.0	2	6	-2	-20
COc1ccc(-c2nc(N)nc(C(F)(F)F)c2-c2cscn2)c(O)c1	20	-9	10	3	-1.4	2	5	8	-2
Cc1cc(N2CCN(C)CC2)nc2ccc(NC(=S)NCCCN3CCc4ccccc4C3)cc12	-21	-1	43	35	2.7	0	22	13	-10
COc1ccc(CCn2c(=N)c(C(=O)NCC3CCCO3)cc3c(=O)n4cccc(C)c4nc32)cc1 (stereo unspecified)	-35	-8	53*	9	1.9	1	13	33	-18
CCN(CC)S(=O)(=O)c1ccc(Br)c(OC)c1	-4	-3	-5	6	2.1	-2	1	-5	11
C/C(=N\NS(=O)(=O)c1ccc([N+](=O)[O-])cc1)c1ccc(NC(=O)c2ccco2)cc1	-26	0	-22	17	1.0	2	11	-21	-11
COc1ccccc1-n1c(SCC(=O)Nc2ccccc2C)nc(O)cc1=O	17	-2	-6	-14	1.7	-2	8	-10	11
CCOc1ccc(C(=O)Nn2cnnc2)cc1OCC	14	-8	-13	3	-0.7	-2	-7	-4	7
COC(=O)C/C=C/[C@@H](C)[C@@H](/C=N/OC[C@H]1O[C@H](c2ccccc2)C=C[C@@H]1Oc1ccc(OC)cc1)OC	15	·	9	·	0.1	-4	·	·	3
CC(C)C(c1nnnn1C1CCCC1)N1CCCCC1 (stereo unspecified)	-2	3	3	7	2.8	1	-1	-5	-3
CC1CCCN(CCCOc2ccccc2-c2ccccc2)C1 (stereo unspecified)	·	-3	·	4	·	·	-11	18	·
CS(=O)(=O)Nc1ccc(C(=O)CSc2nnc(C3CC3)n2C2CC2)cc1	13	-2	7	6	0.5	-1	12	-6	-4
O=C(O)C(F)=C1c2ccccc2-c2ccccc21	-3	-4	-6	5	-2.6	-4	8	14	17
Sc1nnc(-c2ccc(Cl)cc2)n1Cc1ccccc1	21	4	4	-2	0.4	-2	10	-4	-15
COc1ccc(C(CNC(=O)Cc2ccccc2Cl)N2CCCCC2)cc1 (stereo unspecified)	-1	3	-23	12	0.9	-3	3	-5	17
COc1cc(C(=O)N2CCC(O)(c3ccccc3)CC2)cc(OC)c1OC	0	2	20	-15	-2.5	4	-5	-7	6
CCOc1ccc(NC(=O)NC2CCCc3ccccc32)cc1 (stereo unspecified)	-3	4	9	3	-0.8	-1	-4	2	-5
Later entries
SMILES	697 NFkB inh	EBI2 block	Mdm2-MdmX inh	CCR6 antagonist	UPR CHOP act	UPR XBP1 act	CXCR6 block	Gli-Sufu block	Jurkat NFkB inh
Cc1cnc(NC(=O)C2CCCO2)s1 (stereo unspecified)	20	-6	16	-4	0.4	2	-5	18	2
CCn1c(SCC(=O)Nc2ccccc2C)nc2nc3c(cc2c1=O)COC(C)(C)C3	16	1	8	3	0.6	-1	-29	4	18
O=C(CSc1n[nH]c(-c2ccccn2)n1)Nc1ccc(Cl)cc1	-6	5	40	8	0.0	7	7	16	-4
CC(C)(O)C#Cc1ccccc1C(=O)NC(CC(N)=O)C(=O)O (stereo unspecified)	15	1	20	21	4.0	-1	6	4	17
O=C(Cn1nnc(-c2ccccc2)n1)NNC(=O)c1ccco1	1	-2	-16	4	0.1	-1	6	-8	7
COc1ccc(/C=C(\NC(=O)c2ccc(OC)cc2)C(=O)NC(CCSC)C(=O)O)cc1 (stereo unspecified)	17	1	23	-19	-0.7	0	-10	-2	12
Cc1c(Br)cc(C(=O)N2CCCCCC2)c(C)c1C	-22	2	2	24	-0.6	-1	2	8	-16
O=C1O/C(=C/C(=O)N2CCOCC2)c2ccccc21	12	-15	20	16	-3.2	-2	6	4	-20
CC(C)Cn1c(N)c(C(=O)COC(=O)c2c(O)c(Cl)cc(Cl)c2Cl)c(=O)n(C)c1=O	16	16	10	16	-0.2	-3	8	-8	-17
Cc1cccc(N(CC(=O)NC(C)(C)C)C(=O)CNC(=O)c2cccs2)c1	-23	-1	-19	5	-0.4	-2	-8	4	-34
COc1ccccc1OCC(=O)Nc1cc2c(cc1C(=O)O)OCCCO2	5	-4	9	1	-1.4	-7	4	21	15
Nc1nonc1-c1nc2ccccc2n1Cc1ccc(F)cc1Cl	3	-5	62*	8	4.1	6	-8	5	20
COc1cccc(-c2cc(C(=O)NCCc3ccccc3)no2)c1	23	-19	-10	4	-0.6	-1	-2	-7	-10
CC(C)N(CC#CC(O)(c1ccccc1)c1ccccc1)C(C)C	-15	1	-4	2	2.5	-1	9	7	2
CNNC(=O)C(=O)NNS(=O)(=O)c1ccccc1	14	-2	4	3	-2.2	0	-5	-3	12
NC(=O)C1CCN(C(=O)c2cccc3ccccc23)CC1	1	8	13	2	1.4	-3	-9	-1	11
C/C=C/c1ccc(OCCCNCC(C)O)c(OC)c1 (stereo unspecified)	4	-3	21	-6	-1.3	-2	-10	-49	9
CCN(CC)Cc1ccc(NC(=O)c2sc3cc(Cl)ccc3c2Cl)cc1	-26	-6	55*	43	3.5	5	2	3	16
Cc1ccc2c(c1)[C@@H]1[C@H](CO2)[C@H](c2ccccc2)[C@@]2(C)C(=O)N[C@H](C)C(=O)N12	18	-11	-17	12	-2.0	1	2	-3	-5
